P. falciparum M17LAP: P. falciparum M17LAP inhibitors, primary screen, biochemical, fluorogenic H-Leu-NHMec substrate, 1536-well (AID 1619); recombinant M17LAP, H-Leu-NHMec fluorogenic kinetic assay; higher % means a stronger effect; inhibition, % at 30 µM; hits with a dose series show IC50 in µM; 220,000 tested, 0.38% active;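 active = compound inhibiting the enzyme by more than half at any dose during confirmatory dose-response retesting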;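 note: plate controls were full reaction with DMSO carrier for no effect and no enzyme background for full effect; strong numbers were not always called active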
K1F lysis inhibition: protection from phage-mediated lysis, alamar blue read-out – E. coli UTI89, K1F phage, bacterial capsule biogenesis inhibitors (AID 488966). E. coli UTI89 K1F phage lysis, alamar blue, 2 h; higher % means a stronger effect. inhibition, % at 100 µM; hits with a dose series show IC50 in µM. 340,000 tested, 0.02% active;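 active = phage lysis inhibition, versus mean bacterial control, above a set limit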;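 note: capsule biogenesis inhibitors block K1F phage lysis so surviving cells raise fluorescence; higher fluorescence means more inhibition of phage lysis; actives were called in the ten point dose series up to 300 µM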
Autophagy mod: autophagy modulation, high-content screen; MEF GFP-LC3 puncta imaging; test concentration mostly 10 µM; calls only at 10 µM (by protocol); 190,000 tested, 0.98% active; AID 463193;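 active = percentage of spot-positive cells more than 3 SD above its plate mean, without a fluorescence outlier flag or 80% toxicity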;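 note: spot-positive cell cutoff set from DMSO-treated cells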
ER stress rescue: protection against thapsigargin-triggered cell killing – 384-well, CSM14.1, ATP luminescence, primary screen (AID 1222); CSM14.1 thapsigargin-induced death rescue, ATP luminescence; higher % means a stronger effect; cellular ATP content (survival), % at 20 µM, or EC50 in µM where a hit was titrated; 190,000 tested, under 10 active;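 active = EC50 below 50 µM in the dose-response confirmation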;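 note: death triggered by thapsigargin at about 15 µM added after 2 h compound pretreatment; cell ATP read after overnight thapsigargin exposure of roughly 18 to 22 hours; normalized against plate controls of thapsigargin alone and 5% DMSO vehicle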
Ins promoter up: MIN6 insulin promoter up-regulation. z-score at 5 µM. MIN6 insulin promoter-GFP reporter, high-content imaging; hits give high values. 190,000 tested, 0.3% active. AID 1625;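 active = z-score above 3 at 5 µM with at least 500 cells counted in the well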
MT stabilizer: microtubule stabilization, imaging screen. HeLa tubulin immunostaining HCS, 24 h; share of cells brighter than vehicle mean+2SD. % tubulin-high responders, % at 10 µM. 200,000 tested, 0.83% active. AID 2205;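 active = plate Z-score above 3 for both tubulin-high and condensed-nucleus cell shares, with cell loss under 80%, at 10 µM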;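 note: anti alpha tubulin signal scored within the nucleus-defined area of each cell; some results filed as inactive read as strong as hits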
Dynein cargo inh: dynein cargo transport inhibition | 3617.4 mouse cells, GR-EGFP nuclear translocation imaging; test concentration mostly 20 µM; stimulated with dexamethasone, 1 µM; hits give low values | z-score, hits read low | 220,000 tested, 0.47% active;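 active = plate z-score of nuclear minus cytoplasmic receptor signal below a set negative limit, without overly bright fluorescence or cell loss, cut at about -3.5 in these data, passing the limit was not always enough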;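 note: z-score of nuclear minus cytoplasmic ring GR-EGFP intensity difference per well; some compounds called inactive have numbers as strong as hits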
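Buffer or medium: tet-free medium with charcoal-stripped serum / Also added: dexamethasone agonist, 1.0 µM final, for 30 min / Timing: induction 48 h, compound 1 h, agonist 30 min / Measured by: high-content fluorescence imaging after fixation / Read-out: nuclear-to-cytoplasmic GR-EGFP distribution per well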
P. falciparum M1AAP: malaria alanyl aminopeptidase activity blockers – biochemical, fluorogenic H-Leu-NHMec substrate, 1536-well (AID 1445); recombinant M1AAP, H-Leu-NHMec fluorogenic kinetic assay; higher % means a stronger effect; inhibition, % at 30 µM; hits with a dose series show IC50 in µM; 220,000 tested, 0.42% active;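 active = primary inhibition above the hit cutoff, then over 50% inhibition at one or more dose response concentrations, cut at about 23% in these data, passing the limit was not always enough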;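 note: plate controls were DMSO full reaction for no effect and no enzyme background for full effect; strong numbers were not always called active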
b-catenin transl: modulators of beta-catenin nuclear translocation. HeLa beta-catenin nuclear translocation, immunofluorescence imaging. nuclear translocation activity, % at 5 µM. 190,000 tested, 0.3% active;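 active = nuclear translocation activity above 50% at 5 µM, with a well cell count of 50 or more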;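 note: per-cell ratio of nuclear to cytoplasmic median beta-catenin stain intensity; plate controls were DMSO negative control for no effect and GSK-3 inhibitor IX positive control for full effect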
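Test system: human HeLa cells, endogenous beta-catenin. Times: 24 h compound exposure, 37°C. Measured by: beta-catenin immunofluorescence imaging with DAPI.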
Dynein cargo inh cytoplasmic EGFP: recorded beside Dynein cargo inh, whose call it bears; z-score; measured here: cytoplasmic GR-EGFP intensity; hits give high values
Dynein cargo inh nuclear GR-EGFP: recorded beside Dynein cargo inh, whose call it bears; z-score; measured here: nuclear GR-EGFP intensity;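 lower value marks the stronger effect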
Dynein cargo inh cell count: recorded beside Dynein cargo inh, whose call it bears; z-score; measured here: cell count per field
Ins promoter up cell count: also measured in Ins promoter up; calls as there; cell count; measured here: cytotoxicity, nuclei count;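 total cells summed across four imaged fields per well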
b-catenin transl cell count 5 µM: also measured in b-catenin transl; calls as there; cell count; measured here: cell count, cytotoxicity flag
MT stabilizer Hoechst-high %: also measured in MT stabilizer; calls as there; % Hoechst-high responders; measured here: nuclear condensation Hoechst responders;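 share of cells brighter than vehicle mean plus two SD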
MT stabilizer cytotoxicity %: second read-out of MT stabilizer, no call of its own (marks repeat the call); toxicity, %; measured here: cytotoxicity by cell density;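 0% = mean cell density of plate MIN control wells and 100% = no cells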
Autophagy mod cell loss 18 h: also measured in Autophagy mod; calls as there; toxicity, %; measured here: cell loss, nuclei count;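 cell loss after 18 h compound exposure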
* hit, by the source's call; i = inactive; . = not tested or not shown; & = joins results of further samples. Some of the compounds tested (hit frequency here may not be typical).

structure	MT stabilizer Hoechst-high %	MT stabilizer cytotoxicity %	Dynein cargo inh cell count	P. falciparum M17LAP	Autophagy mod cell loss 18 h	Dynein cargo inh nuclear GR-EGFP	Ins promoter up	b-catenin transl cell count 5 µM	Dynein cargo inh	ER stress rescue	P. falciparum M1AAP	Autophagy mod	Dynein cargo inh cytoplasmic EGFP	MT stabilizer	K1F lysis inhibition	b-catenin transl	Ins promoter up cell count
Cc1nn(Cc2ccccc2Cl)c(Cl)c1C(=O)OCC(=O)NCc1ccco1	1.6	12	0.21	8%	7	0.15	1.1	999	-0.13	-2.6%	-1%	i	-0.25	1.8	2.7%	-0.9	1849
CCCCCCC(=O)N/N=C/c1c(O)n(C2CC2)c(=S)[nH]c1=O	.	.	-1	6%	.	1.2	0.26	1328	1	.	3%	.	0.4	.	1.1%	0.2	1075
CC(C)Oc1cccc(C(=O)C2CCCN(Cc3ccon3)C2)c1 (stereo not given)	2.1	3.9	0.077	-1%	15	-0.084	-0.5	1057	-0.46	0.0%	0%	i	-0.26	2.2	0.3%	-4.1	1504
O=c1c2ccccc2[nH]c(=S)n1-c1ccc2c(c1)OCO2	3.5	1.3	0.39	1%	1	-0.33	-0.67	1495	-0.84	0.2%	4%	i	-0.32	5.9	-0.2%	-0.6	1472
COC(=O)N1CCN(C(=O)Cc2ccc(Cl)c(Cl)c2)C(CN2CCCC2)C1 (stereo not given)	.	.	.	4%	.	.	-0.14	1160	.	-1.5%	0%	.	.	.	.	-2.0	1499
C=CCn1c(O)c(C(CC)=Nc2ccc(N(CC)CC)cc2)c(=O)[nH]c1=O	1.0	5.3	-0.83	14%	0	0.47	0.07	912	0.32	1.6%	11%	i	-0.2	3.8	-0.1%	-2.4	1164
CC(C)(C)c1ccc(C(=O)C2CCCN(C3CCC3)C2)cc1 (stereo not given)	1.4	6.1	-1.2	-3%	8	1.2	.	868	1.4	-2.1%	0%	i	-0.049	1.8	0.4%	1.1	.
O=C(c1c[nH]c2ccc(S(=O)(=O)N3CCC4(CC3)OCCO4)cc2c1=O)N1CCC2(CC1)OCCO2	2.8	5.0	0.62	-11%	6	-0.47	0.38	1126	-0.79	-0.4%	3%	i	-0.21	2.6	0.1%	-0.3	1216
Fc1cccc(F)c1-c1nc(-c2ccc(Cl)cc2)no1	.	.	-1.3	-2%	.	0.82	0.38	1067	2.1	.	10%	.	-0.25	.	0.7%	-0.8	1449
CC(Cc1ccccc1)[n+]1cc(/N=C(\[O-])N(C)C)on1 (stereo not given)	1.7	6.2	0.2	16%	9	0.13	1.1	874	-0.038	-0.3%	6%	i	-0.12	7.2	0.7%	-4.7	1447
CC(C)[C@@]1(NC(=O)[C@@H]2C=C3c4cccc5[nH]cc(c45)C[C@H]3N(C)C2)O[C@@]2(O)[C@@H]3CCCN3C(=O)[C@H](Cc3ccccc3)N2C1=O	1.8	6.3	0.97	1%	-45	-0.00052	.	581	-0.71	-0.7%	5%	i	1.2	3.9	.	0.9	.
CN(C)c1ccc(C=C2C(=O)NC(=S)NC2=O)cc1[N+](=O)[O-]	3.7	5.6	0.017	77µM*	25	-0.54	-0.41	1114	-1.2	-0.5%	15%	i	-0.037	3.8	1.2%	1.0	1298
Cc1ccc(S(=O)(=O)N2CC3CC(C2)c2cccc(=O)n2C3)cc1 (stereo not given)	2.1	4.4	0.3	-4%	1	-0.92	-0.09	1363	-0.49	-0.6%	-5%	i	-0.24	1.6	4.0%	-1.7	1553
O=C(O)c1cccc2nc3ccccc3nc12	2.4	5.8	0.47	4%	0	-0.033	-0.07	981	-0.1	5.7%	3%	i	-0.11	5.7	-6.5%	-1.1	1371
O=C(Nc1ccccc1)c1cccn(Cc2ccccc2)c1=O	3.3	5.8	0.36	-1%	-5	-0.036	1.7	1069	-0.74	-1.3%	7%	i	-0.34	0.0	0.0%	0.0	1218
CCn1c(NN=O)nc2ccccc21	0.9	11	0.048	16%	25	-0.049	.	1015	-0.52	12%	3%	i	-0.15	2.2	1.0%	-0.8	.
CC(=O)c1ccc(OC(C)C)c(Cc2c(O)[nH]c(=S)[nH]c2=O)c1	1.3	9.1	0.56	10%	25	0.07	.	1045	-0.043	-1.8%	6%	i	-0.28	2.5	-1.2%	-1.4	.
Cc1cc(OCC(=O)O)c2c3c(c(=O)oc2c1)CCCC3	2.0	8.5	-0.54	-55%	7	-0.12	0.25	.	0.44	-0.9%	16%	i	-0.21	3.1	0.1%	.	1221
Cc1ccsc1C(=O)C1CCCN(Cc2cc(C(C)C)n[nH]2)C1 (stereo not given)	1.3	5.9	1.2	5%	1	-0.31	0.18	1122	-0.41	-0.9%	0%	i	-0.34	1.4	-2.8%	-1.4	1411
CCC(COC(=O)NC)NC(=O)Oc1ccccc1 (stereo not given)	2.1	6.5	0.19	7%	4	-0.8	0.81	1389	0.16	-1.2%	-4%	i	-0.21	4.0	1.1%	-2.7	1513
Cc1ccc(CC(=O)N2CCN(Cc3ccccc3)CC2)cc1	1.9	13	-0.96	-4%	-3	-0.084	-0.32	1033	0.15	-0.3%	3%	i	-0.31	2.5	0.3%	-1.2	1509
Cn1c(NN=O)nc2ccccc21	1.1	12	0.21	30%	9	-0.27	0.53	992	-0.4	16%	1%	i	-0.17	1.4	1.0%	0.3	1461
CCOc1ccc(N2C(=O)NC(=O)/C(=C/c3cnc(SC)nc3)C2=O)cc1	0.7	0.7	0.14	5%	23	0.27	.	1025	0.34	-1.3%	-2%	i	-0.3	4.9	-1.1%	1.0	.
CN1CCN(c2ccc3nccnc3c2)CC1	2.5	8.5	0.46	6%	-6	-0.79	1.6	1085	-0.37	.	1%	i	-0.23	2.5	0.3%	-1.0	1056
Fc1ccc(Cn2nnnc2C(c2ccc(Cl)cc2)N2CC=C(c3ccc(F)cc3)CC2)cc1 (stereo not given)	2.7	15	-0.61	3%	-1	0.69	-0.08	946	0.64	-1.2%	30%	i	-0.25	1.2	0.4%	1.4	1211
Cc1ccccc1-n1c(O)c(C=Nc2ccc(N(C)C)cc2)c(=O)[nH]c1=O	1.5	6.3	0.58	19%	25	-0.23	-1	1326	-0.44	-0.1%	15%	i	-0.22	1.6	0.4%	0.4	1581
CCN(C(=O)CN1CC=C(c2ccccc2)CC1)c1c(N)n(Cc2ccccc2)c(=O)[nH]c1=O	1.4	7.1	1.7	16%	11	-0.46	.	1235	-0.83	-0.6%	4%	i	-0.28	3.3	0.0%	1.4	.
O=C(N/N=C/c1c(O)n(Cc2ccco2)c(=O)[nH]c1=O)c1ccccc1O	.	.	0.32	50µM*	.	0.062	-0.56	1222	-0.56	.	26µM*	.	-0.23	.	0.1%	1.0	964
CCCCn1c(=O)c(C(=O)Nc2ccccc2)c(O)c2ccccc21	1.4	7.1	-0.33	-3%	-15	0.77	.	1570	0.42	-1.2%	-4%	i	-0.3	2.3	0.2%	0.6	.
Cn1c(O)c(C=NC2CC3CCC2(C)C3(C)C)c(=O)[nH]c1=O (stereo not given)	2.8	7.0	0.13	-2%	13	0.35	-0.53	1168	0.0096	-0.5%	8%	i	-0.26	6.0	0.5%	1.9	1390
O=C1CN=C(c2cccs2)c2c(sc3c2CCCC3)N1	16*	67*	0.28	5%	22	-0.22	-0.13	1347	-0.32	-0.1%	0%	i	-0.19	54*	-0.4%	1.1	1570
CNC(=O)O/N=C(\N)Cc1csc2ccccc12	.	.	-0.21	8%	.	0.45	0.14	1315	0.09	.	1%	.	-0.22	.	0.5%	0.5	1081
CCOP(=O)(OCC)/C(C#N)=C/c1ccc(Br)cc1	.	.	-1	22%	.	0.63	0.4	1065	1.6	.	7%	.	-0.13	.	0.1%	-1.2	1544
CN1C2CCC1CC(OC(=O)c1ccc(Cl)cc1)(C(=O)O)C2 (stereo not given)	2.0	6.1	0.58	-9%	16	-0.26	0.16	572	0.059	0.7%	-5%	i	-0.22	2.5	-6.2%	1.6	1249
CN1C(=O)C(=Cc2coc3ccccc3c2=O)C(=O)N(C)C1=O	.	.	0.86	-1%	.	-0.86	-0.01	1090	-1.6	.	5%	.	-0.24	.	5.2%	-1.4	1373
CN1CC=C(c2c[nH]c3ccccc23)CC1	2.5	6.8	1.2	18%	11	-0.16	-0.07	1136	-0.93	-0.4%	8%	i	-0.2	4.6	0.7%	3.5	1290
CCN(CC)CCN=Cc1c(O)n(Cc2ccccc2)c(=O)[nH]c1=O	0.9	12	-0.095&-1.5	1%&0%	-8	0.16&1.1	-0.22&2	1226	0.4&1.1	-0.1%	4%&1%	i	-0.27&0.055	1.1	-0.8%&2.1%	-3.9	1452&865
COc1cc2ccc(=O)oc2c2ccoc12	3.2	0.4	0.69	-25%	7	-0.098	0.43	466	-1.1	1.3%	-1%	i	-0.27	4.6	-2.1%	-0.4	1445
